Screening results: PubChem, several laboratories
West Nile antiviral = West Nile virus antiviral activity, cell-based, CPE readout (AID 1621); 290,000 compounds, 0.02% hits; one-dose CPE inhibition, % at 10 µM; IC50 in µM for titrated hits; West Nile virus-infected cells, CPE inhibition; higher % means a stronger effect; in the data active = a potency from the dose series; note: strong numbers were not always called active
T cell HTS = modulators of CD8 T cell-vesicle binding, primary screen, mouse 2C CD8+ T cells, flow cytometry. 2C CD8+ T cell-vesicle binding; stronger effect = lower value. calls only at 7 µM. 330,000 compounds, 0.068% hits;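 active = response, share of CD8 T cells binding vesicles, and their 90th percentile fluorescence all below set limits, cut at about 80% in these data, passing the limit was not always enough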
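Material: 2C TCR transgenic mouse naive CD8+ T cells, MACS-purified. Also added: QL9-charged Drosophila Ld/ICAM-1/B7-1 vesicles. Timing: binding 1.5 h at 37 °C. Measured by: high-throughput flow cytometry with anti-B7-1 and anti-CD8 staining. Read-out: percent CD8+ FL2 mean versus row control. Controls: Unloaded micro-vesicles (low), QL9 vesicles with 0.7% DMSO (high).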
Hep lipid drop = inhibitors of hepatocyte lipid droplet formation, primary screen, imaging, high-throughput imaging, BODIPY stain. AML12 mouse hepatocytes, oleate lipid droplets. 240,000 compounds, 0.4% hits. inhibition, % at 6.5 µM;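 active = lipid droplet intensity inhibited by at least 50%, with more than 500 cells counted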
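Assay system: AML12 hepatocytes (mouse) / Also added: 100 µM oleic acid challenge / Times: overnight treatment with compound plus oleate / Detection: high-content imaging of BODIPY-stained droplets and DAPI nuclei / Evaluation: % inhibition of lipid droplet signal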
WT yeast gro inh = growth inhibition of WT strain, primary screen, mitochondrial fusion inhibitor project, WT and mutant strains, chemical genetic. mitochondrial fusion phenotypic screen. inhibition, % at 10 µM. 190,000 compounds, 2.1% hits. AID 1362, 2008; in the data active = inhibition above about 58%; tested in S. cerevisiae
b-catenin transl = modulators of beta-catenin nuclear translocation, primary screen, imaging, HeLa cells, immunofluorescence, high-content; nuclear translocation activity, % at 5 µM; 190,000 compounds, 0.3% hits; AID 1665, 2009;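 active = nuclear translocation activity above 50% at 5 µM, with a well cell count of 50 or more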;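 note: per-cell ratio of nuclear to cytoplasmic median beta-catenin stain intensity; plate controls were DMSO negative control for no effect and GSK-3 inhibitor IX positive control for full effect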
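Signal – beta-catenin immunofluorescence imaging with DAPI · Test system – human HeLa cell line · Dosing – 5 µM primary single dose, 0.1% DMSO, 0.02–20 µM confirmation series · Measure – % activation, nuclear-to-cytoplasmic median beta-catenin signal ratio per cell · Incubation – 24 h compound exposure at 37°C, 5% CO2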
Myeloid diff MLP = induction of myeloid progenitor differentiation, primary screen, cell-based, flow cytometry, MLPCN library. ER-HoxA9 myeloid progenitors, lysozyme-GFP differentiation. calls only at 10 µM. 360,000 compounds, 1% hits. AID 624256, 2012;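 active = normalized GFP-positive differentiation at or above the plate's own cutoff, the solvent-only control mean plus 3 SD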;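 note: cells exposed to compound for four days before flow analysis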
Autophagy HCS = autophagy modulators in MEF cells, primary screen, imaging, high-content, MEF GFP-LC3. MEF GFP-LC3 puncta imaging; test concentration mostly 10 µM. calls only at 10 µM (by protocol). 190,000 compounds, 0.98% hits. AID 463193, 2010;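 active = percentage of spot-positive cells more than 3 SD above its plate mean, without a fluorescence outlier flag or 80% toxicity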;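 note: spot-positive cell cutoff set from DMSO-treated cells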
MT stabilize HCS = microtubule stabilizers in HeLa cells, primary screen, imaging, high-content imaging | HeLa tubulin immunostaining HCS, 24 h; share of cells brighter than vehicle mean+2SD | % tubulin-high responders, % at 10 µM | 200,000 compounds, 0.83% hits | AID 2205, 2009;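 active = plate Z-score above 3 for both tubulin-high and condensed-nucleus cell shares, with cell loss under 80%, at 10 µM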;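 note: anti alpha tubulin signal scored within the nucleus-defined area of each cell; some results filed as inactive read as strong as hits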
Ins promoter up = insulin promoter activators in MIN6 cells, imaging, high-content screening, mouse beta cells | MIN6 insulin promoter-GFP reporter; stronger effect = higher value | AID 1625, 2009 | 190,000 compounds, 0.3% hits | z-score at 5 µM;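 active = z-score above 3 at 5 µM with at least 500 cells counted in the well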
WT yeast gro inh mutant strain = recorded beside WT yeast gro inh, whose call it bears; inhibition, %; mitochondrial fusion phenotypic screen, mutant strain inhibition
Ins promoter up cell count = recorded beside Ins promoter up, whose call it bears; cell count; measured here: cytotoxicity, nuclei count;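 total cells summed across four imaged fields per well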
Hep lipid drop cells 6.5 µM = recorded beside Hep lipid drop, whose call it bears; cell count; measured here: cell count, cytotoxicity flag;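 cells counted across two imaged fields per well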
b-catenin transl cell count 5 µM = recorded beside b-catenin transl, whose call it bears; cell count; measured here: cell count, cytotoxicity flag
T cell HTS vesicle-bound % = recorded beside T cell HTS, whose call it bears; double positive events, %; measured here: CD8+ vesicle-bound cell fraction;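 binding gate set so that unloaded-vesicle control wells show 10% double positive cells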
MT stabilize HCS Hoechst-high % = second read-out of MT stabilize HCS, no call of its own (marks repeat the call); % Hoechst-high responders; measured here: nuclear condensation Hoechst responders;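 share of cells brighter than vehicle mean plus two SD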
MT stabilize HCS cytotoxicity % = further read-out of MT stabilize HCS, marked with its call; toxicity, %; measured here: cytotoxicity by cell density;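 0% = mean cell density of plate MIN control wells and 100% = no cells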
Autophagy HCS cell loss 18 h = second read-out of Autophagy HCS, no call of its own (marks repeat the call); toxicity, %; measured here: cell loss, nuclei count;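 cell loss after 18 h compound exposure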
Myeloid diff MLP GFP+ MAC1+ % = recorded beside Myeloid diff MLP, whose call it bears; GFP+ MAC1+ double positive, %; measured here: differentiation confirmed by MAC1 staining
* marks the source's active call; other numbers are inactive results; i = inactive; / = no result given.

SMILES	West Nile antiviral	T cell HTS	T cell HTS vesicle-bound %	Hep lipid drop	Hep lipid drop cells 6.5 µM	WT yeast gro inh	WT yeast gro inh mutant strain	b-catenin transl	b-catenin transl cell count 5 µM	Myeloid diff MLP	Myeloid diff MLP GFP+ MAC1+ %	Autophagy HCS	Autophagy HCS cell loss 18 h	MT stabilize HCS	MT stabilize HCS Hoechst-high %	MT stabilize HCS cytotoxicity %	Ins promoter up	Ins promoter up cell count
CC(=O)Nc1ccc(Oc2cc(NC(C)=O)cc([N+](=O)[O-])c2)cc1	0.1%	i	55	19	646	-3	22	1.1	1143	i	0.5	i	-1	3.7	2.1	8.3	-0.9	1341
Cc1ccc(NC(=O)NC(=O)c2cnccc2C(F)(F)F)c(C)c1	-0.4%	i	47	1	735	/	/	0.1	1039	i	0.0	/	/	/	/	/	1.6	1487
CCOc1ccc(-n2nc(C(=O)N3CCN(CC)CC3)c3ccccc3c2=O)cc1	-0.8%	i	18	-23	737	-1	-9	2.5	1098	i	7.1	i	11	2.8	2.0	6.5	0.08	1080
CC1CCN(CCCNC(=O)c2ccc(Cn3c(=S)[nH]c4ccc(Br)cc4c3=O)cc2)CC1	-0.1%	i	44	-3	684	0	29	-0.1	947	/	/	i	1	1.3	2.7	4.4	/	/
Cc1nc2ccc(NC(=O)C3COc4ccccc4O3)cc2s1 (stereo not drawn)	0.1%	i	39	4	705	/	/	0.2	1352	i	0.5	/	/	/	/	/	0.11	919
O=C(Nc1cccc2ccccc12)c1cccc(F)c1	-0.3%	i	13	-9	820	/	/	/	/	i	0.9	/	/	/	/	/	/	/
CCc1nc(C)cn1S(=O)(=O)c1cc(Cl)c(OC)cc1Cl	0.7%	i	34	/	/	-5	19	5.4	1201	i	1.8	i	10	3.9	1.8	12	1.1	1406
CCOc1ccc(NC(=O)C2CCN(S(=O)(=O)c3ccc4c(c3)N(C(C)=O)CCO4)CC2)cc1	0.2%	i	48	-2	702	/	/	/	/	i	2.9	/	/	/	/	/	/	/
COc1ccc(CCNCC(O)Cn2c3ccccc3c3ccccc32)cc1OC (stereo not drawn)	-2.1%	i	10	-3	673	51	24	4.5	984	i	0.7	i	10	16	3.6	8.8	-0.43	1067
Cc1ccc(S(=O)(=O)N2CCN(CC(=O)N/N=C\c3ccc(O)c(O)c3)CC2)cc1	0.2%	i	61	2	690	/	/	0.3	1376	i	0.5	/	/	/	/	/	/	/
CCc1cccc(N(C(=O)c2csnn2)C(C(=O)NC(C)(C)C)c2ccccn2)c1 (stereo not drawn)	-0.4%	i	36	0	714	-13	-6	-0.4	1527	i	0.3	i	-1	1.8	1.8	6.3	/	/
Cc1ccc(S(=O)(=O)N(C)Cc2ccc(C(=O)NN=C3C4CC5CC(C4)CC3C5)cc2)cc1	0.5%	i	30	-25	619	-8	-3	0.3	1008	i	0.5	i	-7	4.9	2.4	11	1.6	1568
CCOC(=O)N1CCN(C(=O)Cn2nc(C)n3nc(-c4ccccc4)cc3c2=O)CC1	-0.3%	i	6	8	680	/	/	/	/	i	1.8	/	/	/	/	/	/	/
Cc1ccc(OCCSc2nnc(NC(=O)c3ccco3)s2)cc1	0.0%	i	61	-3	683	2	7	0.8	1113	i	0.8	i	-4	4.6	3.1	6.3	0.37	1687
COc1ccc(-c2ccc(=O)[nH]n2)cc1	1.6%	i	18	/	/	-1	3	-2.9	833	i	0.5	i	13	17	4.6	17	-0.94	1583
CCOc1c2ccc(C(=O)NCc3cc(C(F)(F)F)cc(C(F)(F)F)c3)cc2nn1C	-0.6%	i	35	/	/	12	8	-1.1	1354	i	1.1	i	15	2.1	2.1	9.5	-0.29	1519
COc1ccccc1NC(=O)Cn1c(=O)n2nc(C)nc2c2ccccc21	-0.4%	i	64	/	/	9	6	/	/	i	2.7	i	-9	3.8	3.9	15	0.23	926
O=C(O)CCSc1nnc(COc2cccc3ccccc23)n1-c1cccc(Cl)c1	-0.1%	i	30	20	672	-3	-13	-4.3	1118	i	0.2	i	0	1.7	1.4	3.9	0.04	1585
CCOC(=O)c1cc2sccc2n1CC(=O)N1CCCC1	0.1%	i	48	/	/	-5	-6	-1.9	881	i	7.8	i	36	1.4	2.2	9.3	/	/
O=C(Nc1ccc(NC(=O)c2cccs2)cc1)c1ccc(Br)o1	0.1%	i	32	6	776	8	5	/	/	i	0.6	i	1	1.6	1.6	6.3	-0.07	820
O=C(NNS(=O)(=O)c1ccccc1)c1cccs1	-0.5%	i	48	13	742	-1	3	2.4	1134	i	0.3	i	-7	4.4	2.4	7.9	0.51	1573
CCOC(=O)N1CCN(C(=O)c2cc(OCC)c(OCC)c(OCC)c2)CC1	-0.4%	i	3	-1	690	0	-6	-3.6	1072	i	0.5	i	-19	2.7	0.9	11	-0.07	1606
COc1cc(S(=O)(=O)N2CCOCC2)ccc1NC(=O)COc1ccc(N(C)S(=O)(=O)c2ccc(C)cc2)cc1	-0.4%	i	20	-53	720	4	-4	-0.3	1056	i	0.7	i	2	2.5	1.7	9.7	-0.89	1282
COc1ccc(OCC(O)Cn2c(=N)n(Cc3ccccc3)c3ccccc32)cc1 (stereo not drawn)	16%	i	33	-80	679	-1	-11	-2.4	1058	i	0.6	i	-7	4.2	4.3	1.1	-3	1264
CC(=O)C1C(c2ccc(F)cc2)C2C(C)=NN=C2CC1(C)O (stereo not drawn)	-0.1%	i	41	5	661	1	20	-1.0	887	i	0.3	i	-9	2.8	3.0	7.3	2	1238

Continuation:
SMILES	West Nile antiviral	T cell HTS	T cell HTS vesicle-bound %	Hep lipid drop	Hep lipid drop cells 6.5 µM	WT yeast gro inh	WT yeast gro inh mutant strain	b-catenin transl	b-catenin transl cell count 5 µM	Myeloid diff MLP	Myeloid diff MLP GFP+ MAC1+ %	Autophagy HCS	Autophagy HCS cell loss 18 h	MT stabilize HCS	MT stabilize HCS Hoechst-high %	MT stabilize HCS cytotoxicity %	Ins promoter up	Ins promoter up cell count
CC(=O)Nc1ccc(O)cc1[N+](=O)[O-]	-0.5%	i	17	1	698	/	/	-1.2	1074	i	0.9	/	/	/	/	/	-0.12	1401
O=C(CSc1nnc(-c2ccccc2Br)o1)N1CCc2ccccc2C1	-0.2%	/	/	/	/	7	19	0.0	1191	i	3.0	i	-11	3.2	1.7	8.0	-0.46	1351
O=C(NC(Cc1ccccc1)C(=O)O)/C(=C/c1ccc(F)cc1)NC(=O)c1ccccc1 (stereo not drawn)	0.0%	i	54	-3	708	4	-3	-1.1	1100	i	0.0	i	5	7.9	1.5	11	-0.29	1490
O=C(CN1CC(=O)Oc2ccccc21)OCC(=O)c1cccc(Br)c1	0.4%	i	10	/	/	3	6	-0.9	913	i	1.0	i	1	4.9	2.6	8.7	1	1418
CCc1cc2cccc(C)c2nc1SCC(=O)c1ccc(NC(C)=O)cc1	-0.3%	i	30	-5	640	1	7	-1.7	1105	i	1.6	i	7	2.6	1.4	1.8	-0.05	1776
O=C(NCc1ccccn1)C(=O)NCc1ccccn1	1.6%	i	52	-2	702	-5	-10	-0.8	1056	i	0.3	i	26	2.5	2.7	5.8	0.06	1156
CCc1cccc2c(N=O)c(O)[nH]c12	-0.8%	i	48	-6	611	-31	3	0.2	931	i	0.5	i	7	7.5	2.1	2.3	-0.29	1462
CN(/N=C/c1ccccc1Cl)c1ncc(Cl)cc1C(F)(F)F	-0.3%	i	13	-15	632	/	/	-2.0	1148	i	0.5	/	/	/	/	/	-0.09	1389
CN(CC(=O)Nc1cccc(Cl)c1)S(=O)(=O)c1ccc2[nH]c(=O)oc2c1	1.3%	i	35	-19	730	/	/	/	/	i	2.3	/	/	/	/	/	/	/
CC(CC(=O)N1CCN(c2ccccc2)CC1)c1ccccc1 (stereo not drawn)	-0.3%	i	50	-12	631	5	-17	-3.0	1118	i	0.3	i	9	2.3	4.1	14	0.09	1451
COC(=O)C(C)n1nc(C)n(-c2ccc(C)cc2)c1=O (stereo not drawn)	0.2%	i	34	-12	653	0	21	3.1	906	i	1.1	i	0	1.5	1.2	1.7	0.71	1892

Entries of single compounds from above.
CCOC(=O)N1CCN(C(=O)c2cc(OCC)c(OCC)c(OCC)c2)CC1 across the screens: West Nile antiviral = -0.4%; T cell HTS = i; T cell HTS vesicle-bound % = 3; Hep lipid drop = -1; Hep lipid drop cells 6.5 µM = 690; WT yeast gro inh = 0; WT yeast gro inh mutant strain = -6; b-catenin transl = -3.6; b-catenin transl cell count 5 µM = 1072; Myeloid diff MLP = i; Myeloid diff MLP GFP+ MAC1+ % = 0.5; Autophagy HCS = i; Autophagy HCS cell loss 18 h = -19; MT stabilize HCS = 2.7; MT stabilize HCS Hoechst-high % = 0.9; MT stabilize HCS cytotoxicity % = 11; Ins promoter up = -0.07; Ins promoter up cell count = 1606
CN(/N=C/c1ccccc1Cl)c1ncc(Cl)cc1C(F)(F)F across the screens: West Nile antiviral = -0.3%; T cell HTS = i; T cell HTS vesicle-bound % = 13; Hep lipid drop = -15; Hep lipid drop cells 6.5 µM = 632; WT yeast gro inh = /; WT yeast gro inh mutant strain = /; b-catenin transl = -2.0; b-catenin transl cell count 5 µM = 1148; Myeloid diff MLP = i; Myeloid diff MLP GFP+ MAC1+ % = 0.5; Autophagy HCS = /; Autophagy HCS cell loss 18 h = /; MT stabilize HCS = /; MT stabilize HCS Hoechst-high % = /; MT stabilize HCS cytotoxicity % = /; Ins promoter up = -0.09; Ins promoter up cell count = 1389
